ST2 inh: inhibitors of human ST2 (IL1RL1) binding to IL-33, primary screen, biochemical, AlphaLISA; Interleukin-1 receptor-like 1 (Homo sapiens), Q01638; AlphaLISA ST2-Fc/biotin-IL-33 interaction, 1 h; inhibition, % for hits at 17 µM; 78,000 compounds, 2.3% hits; AID 1259354, 2018; in the data active = inhibition above about 30%; inconclusive = mostly about 10% to 28%
Target sequence (Q01638 whole entry, looked up): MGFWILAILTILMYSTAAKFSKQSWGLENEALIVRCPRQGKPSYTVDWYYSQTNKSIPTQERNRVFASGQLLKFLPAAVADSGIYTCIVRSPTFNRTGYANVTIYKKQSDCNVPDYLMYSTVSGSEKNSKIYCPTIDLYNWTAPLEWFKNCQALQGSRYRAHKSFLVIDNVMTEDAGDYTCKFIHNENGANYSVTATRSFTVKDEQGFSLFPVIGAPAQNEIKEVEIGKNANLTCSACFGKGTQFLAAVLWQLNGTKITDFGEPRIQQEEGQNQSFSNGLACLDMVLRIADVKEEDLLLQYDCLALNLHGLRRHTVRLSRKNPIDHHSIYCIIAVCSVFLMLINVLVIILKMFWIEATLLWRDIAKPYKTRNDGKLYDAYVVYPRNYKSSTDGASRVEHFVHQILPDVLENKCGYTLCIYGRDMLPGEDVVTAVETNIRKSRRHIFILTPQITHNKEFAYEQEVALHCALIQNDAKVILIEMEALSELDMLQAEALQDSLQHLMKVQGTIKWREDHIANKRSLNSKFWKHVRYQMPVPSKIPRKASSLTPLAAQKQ
An asterisk follows results filed as active; i = inactive; ? = inconclusive. Only part of the results is shown, so the mix of outcomes need not match the whole.

Start of the data: the first six compounds (preview)
SMILES	ST2 inh
O=C(CSc1c2c(nc3ccccc13)CCC2)N1CCN(c2ccccc2F)CC1	?
C=CCOc1ccc(/C=c2\sc3nc(-c4ccc(C)cc4)nn3c2=O)cc1	i
CN(C(=O)c1ccccc1N1CCOCC1)C1CCCN(Cc2ccccc2F)C1 (stereo unspecified)	i
N[C@@H]1CONC1=O	i
COC(=O)C1CCN(Cc2cccc(C(=O)Nc3nccn3C)c2)CC1	i
CC1CCN(C(=O)c2cc(Br)cc(Br)c2)CC1	i

The list itself, previewed entries included:
SMILES	ST2 inh
O=C(CSc1c2c(nc3ccccc13)CCC2)N1CCN(c2ccccc2F)CC1	?
C=CCOc1ccc(/C=c2\sc3nc(-c4ccc(C)cc4)nn3c2=O)cc1	i
CN(C(=O)c1ccccc1N1CCOCC1)C1CCCN(Cc2ccccc2F)C1 (stereo unspecified)	i
N[C@@H]1CONC1=O	i
COC(=O)C1CCN(Cc2cccc(C(=O)Nc3nccn3C)c2)CC1	i
CC1CCN(C(=O)c2cc(Br)cc(Br)c2)CC1	i
CSc1nc2sc3c(c2c(=O)[nH]1)CCc1ccccc1-3	i
Cc1nn(Cc2ccccc2)c(C)c1[C@@H]1C=C[C@@H](NC(=O)c2cccs2)C1	i
CCCCOc1ccc(C(=O)Nc2cccc(C(=O)O)c2)cc1	i
COc1ccc(Br)cc1/C=C1\C(=O)N(c2cccc(Cl)c2)N=C1C	i
CC(C)C(=O)N1C2=C(C(=O)c3ccccc32)C(c2ccc(Cl)cc2)c2c1n(C)c(=O)n(C)c2=O (stereo unspecified)	i
COc1ccccc1N1C(=O)C2CC=CC(C)C2C1=O (stereo unspecified)	i
Cc1cc(C)n(CC(C)NCC(=O)Nc2cnccn2)n1 (stereo unspecified)	i
CCSc1nc2c(c(=O)[nH]1)C(c1cccnc1)C1=C(CC(C)(C)CC1=O)N2 (stereo unspecified)	?
COc1ccc(Cl)cc1NC(=O)c1ccc([N+](=O)[O-])o1	?
CCc1ncc(CN2CCC(O)(c3cccc(C(F)(F)F)c3)CC2)cn1	i
COc1c(Cl)cc(C(=O)Nc2c(C)cccc2C)cc1Cl	i
O=C(COc1ccccc1Br)Nc1ccc(S(=O)(=O)Nc2ncccn2)cc1	i
Cn1cc(CC(=O)NC2CCCCCC2)c2ccccc21	i
COc1ccccc1-n1cc(C(=O)NCc2snnc2C)cn1	i
COCC(=O)Nc1ccc(-c2noc([C@@H]3CCCN3Cc3ccccc3F)n2)cn1	i
COc1ccc(C2CC(=O)C3=C(C2)Nc2ccccc2NC3c2cc(C)ccc2C)cc1 (stereo unspecified)	i
CC1=C(C(=O)Nc2ccccc2)C(c2ccco2)C(C#N)=C(SCC(=O)c2ccccc2)N1 (stereo unspecified)	i
COc1cc(N2CCC3(CC2)CNC(=O)C3)ncn1	?
COc1ccc(C(=O)Nc2ccc([N+](=O)[O-])cc2)cc1S(=O)(=O)N1CCOCC1	i
Continued:
SMILES	ST2 inh
O=C(c1ccc2c(=O)n(CCc3ccccc3)c(=O)[nH]c2c1)N1CCN(c2ncccn2)CC1	i
CN(Cc1cnc2c(-c3ccccc3)cnn2c1)Cc1n[nH]c2c1CCC2	?
COc1ccc2c(c1OC)C(=O)OC2Nc1cc(C(F)(F)F)ccc1Cl (stereo unspecified)	i
O=S(=O)(c1ccc2ccccc2c1)N1CCSC1c1ccccc1Cl (stereo unspecified)	i
COc1ccc(-c2nc(N)n(C(=O)c3ccc(F)cc3)n2)cc1	i
COc1ccc(C2SCC(=O)N2c2c(C)n(C)n(-c3ccccc3)c2=O)c(OC)c1 (stereo unspecified)	i
O=C(NC[C@H]1O[C@@H](CO)[C@@H](O)[C@H]1N1CCN(c2cccc(C(F)(F)F)c2)CC1)c1cccc(F)c1	i
CC(=O)Nc1ccc(C(=O)Nc2ccc(S(N)(=O)=O)cc2)cc1	i
Cc1nc2n(CCN3CCCCC3)c3ccccc3n2c1C(=O)c1cccs1	i
CC(Cn1cncn1)NCCN1CCc2ccccc2C1 (stereo unspecified)	?
CCSc1ncc(-c2nccn2-c2ccc(-c3ccn[nH]3)cc2)cn1	?
Cc1cc(Cl)c(OCCNCCO)c(Br)c1	i
Cc1ccc(C(C)NC(=O)c2cc(CN3CCC(O)CC3)on2)cn1 (stereo unspecified)	i
O=C(COc1ccccc1Br)Nc1ccc([N+](=O)[O-])cc1	i
COc1ccccc1NC(NC(=O)c1ccc(Br)cc1)C(Cl)(Cl)Cl (stereo unspecified)	i
O=C(CSc1nc2ccccc2o1)Nc1nccs1	i
CC1Cc2ccccc2N1C(=O)CCS(=O)(=O)c1cccs1 (stereo unspecified)	i
O=C(c1cccnc1-c1cnc2ccccc2c1)N1C[C@H]2CC[C@@H]1C2	i
Cc1c(C(=O)NCc2ccccn2)oc2ccc(S(=O)(=O)N3CCCC3)cc12	i
CC(C)(C)NC[C@H](O)COc1nsnc1N1CCOCC1	i
COc1ccc(C(=O)O)cc1N1C(=O)C2C3C=CC(C3)C2C1=O (stereo unspecified)	i
OCCC#Cc1ccc(CN2CCN(c3ncnc4nc[nH]c34)CC2)cc1	i
COC(=O)C1=C(C)Nc2ncnn2C1c1ccccc1 (stereo unspecified)	?
Cc1cc(C)cc(NC(=O)c2cnc3scc(C)n3c2=O)c1	?
Cc1c(-c2ccccc2F)[nH]c2ccc(CNC(=O)CCn3cncn3)cc12	i

The closing two entries of the part above lead into the next:
SMILES	ST2 inh
Cc1cc(C)cc(NC(=O)c2cnc3scc(C)n3c2=O)c1	?
Cc1c(-c2ccccc2F)[nH]c2ccc(CNC(=O)CCn3cncn3)cc12	i
Cc1ccccc1C(=O)N(c1ccc(F)cc1)C1C=CS(=O)(=O)C1 (stereo unspecified)	i
COc1cc(C2Oc3c(OC)cc(CCCO[C@@H]4O[C@H](CO)[C@@H](O)[C@H](O)[C@H]4O)cc3C2CO)ccc1O (stereo partly specified)	i
CCC1Oc2ccc(C)cc2N(CC(=O)NCCN2CCOCC2)C1=O (stereo unspecified)	i
CCOc1ccc(-n2c(SCc3cccc(C)c3)nc3c(c2=O)SCC3)cc1	i
CSc1ccc(CNC(=O)C2CCC(=O)N(CCN3CCOCC3)C2)cc1 (stereo unspecified)	i
CCc1ncc(C(=O)N2CCc3nnc(CCc4ccccc4)n3CC2)cn1	i
Cc1c(CN2CCC3(CC2)C(=O)N(C(C)C)C(=O)N3CCC(C)C)cnn1C	i
Cc1cc(N(C)C)nc(N2CCN(S(=O)(=O)c3ccc4c(c3)Cc3ccccc3-4)CC2)n1	i
CC1(C)C(=O)OC(c2ccccc2[N+](=O)[O-])C(C)(C)C1=O (stereo unspecified)	i
O=C(NCC1COc2ccccc2O1)C1CCCN(S(=O)(=O)c2cnc[nH]2)C1 (stereo unspecified)	i
Cc1ccc(-c2coc3cc4oc(=O)cc(C)c4cc23)cc1	i
CCN(CC)S(=O)(=O)c1ccc(C(=O)Nc2nnc(-c3cccs3)o2)cc1	i
COc1coc(C(=O)Nc2cnc3n2CCCC3)cc1=O	i
O=C1C2C3CCC(C3)C2C(=O)N1Cc1ccccc1 (stereo unspecified)	i
CSc1ccc(C2Nc3cccc4cccc(c34)N2)cc1	31%*
COc1ccc(NC(=O)N2Cc3[nH]cnc3C[C@H]2c2nc(-c3cccc(C)c3)no2)cc1	i
CC1CCN(c2ncnc3ccccc23)CC1	i
CCOC(=O)c1c(NC(=O)CCCN2C(=O)c3cccc4cccc(c34)C2=O)sc2c1CCC2	i
O=C1c2ccc([N+](=O)[O-])cc2C(=O)N1CCc1nc2ccccc2c(=O)o1	?
Cc1ccc(C)c(NC(=O)C(NS(=O)(=O)c2ccc3c(c2)oc(=O)n3C)C(C)C)c1 (stereo unspecified)	i
Cc1ccc(C(=O)O/N=C2\C(=O)N(C)c3ccccc32)cc1	?
C=CCN(CC=C)S(=O)(=O)c1ccc(C(=O)Nc2nc3c(s2)CCC3)cc1	i
Cc1ccc(NC2(C(=O)N(C)CC3CCCNC3)CCCC2)cc1 (stereo unspecified)	i
O=C(c1cn[nH]c1)N1CCOC(CC(c2ccccc2)c2ccccc2)C1 (stereo unspecified)	i
O=C1CCCC2=C1C(c1ccc(F)cc1)Nc1ccc3ncccc3c12 (stereo unspecified)	?

Gathered by group: those above containing a nitro group on carbon (five)
SMILES	ST2 inh
COc1ccc(Cl)cc1NC(=O)c1ccc([N+](=O)[O-])o1	?
COc1ccc(C(=O)Nc2ccc([N+](=O)[O-])cc2)cc1S(=O)(=O)N1CCOCC1	i
O=C(COc1ccccc1Br)Nc1ccc([N+](=O)[O-])cc1	i
CC1(C)C(=O)OC(c2ccccc2[N+](=O)[O-])C(C)(C)C1=O (stereo unspecified)	i
O=C1c2ccc([N+](=O)[O-])cc2C(=O)N1CCc1nc2ccccc2c(=O)o1	?

Back to the main list, starting 2 compounds before the break.
SMILES	ST2 inh
O=C(c1cn[nH]c1)N1CCOC(CC(c2ccccc2)c2ccccc2)C1 (stereo unspecified)	i
O=C1CCCC2=C1C(c1ccc(F)cc1)Nc1ccc3ncccc3c12 (stereo unspecified)	?
O=C(O)C1CCCCC1C(=O)Nc1ccc(Cl)c(Cl)c1 (stereo unspecified)	i
Cc1ccc(NC(=O)c2cccnc2)c([N+](=O)[O-])c1	?
Cc1ccc(C)c(S(=O)(=O)n2nnc3cc(Cl)ccc32)c1	?
COc1ccc(OCc2ccc(F)cc2)c(/C=C2\C(=O)NN(c3ccccc3)C2=O)c1	i
COc1cc([N+](=O)[O-])cc(C=Nc2ccc3oc(-c4ccccc4C)nc3c2)c1O	i
Cc1ccccc1NC(=O)c1ccc(C)c(S(=O)(=O)Nc2cc([N+](=O)[O-])ccc2C)c1	i
C=CCN(Cc1cccc(OCC)c1)C(=O)c1ccc[nH]c1=O	i
CCSCCOC(=O)C1=C(C)NC2=C(C(=O)CCC2)C1c1cc(OC)ccc1OC (stereo unspecified)	i
COc1ccc2cc3cc(C(=O)Nc4ccc(OC)c(Cl)c4)sc3nc2c1	38%*
CCC12CN3CC(CC)(CN(C1)C31C(=O)Nc3ccccc31)C2=O (stereo unspecified)	i
Cn1c(=O)c2c(nc(Cl)n2Cc2cccc(Br)c2)n(C)c1=O	i
CCc1cc2c(=O)c(Oc3ccccc3)c(C(F)(F)F)oc2c(CN(C)C)c1O	i
CCSc1nc2c(c(=O)[nH]1)C(c1ccc3c(c1)OCO3)C1=C(CC(C)(C)CC1=O)N2 (stereo unspecified)	i
COCc1nnc(NC(=O)c2cc(OC)c(OC)c(OC)c2)s1	i
CCc1ccc(NC(=O)CSc2n[nH]c(C)c2[N+](=O)[O-])cc1	i
c1cc2c(cc1CN1CCC(N3CCCCCC3)CC1)OCO2	i
CC1CCCC(NC(=O)CN(C)S(=O)(=O)c2ccc3c(c2)CCC(=O)N3)C1C (stereo unspecified)	i
CCC(C)NC(=O)c1cc(CC(C)C)on1 (stereo unspecified)	?
c1ccc(C2Nc3ccccc3-c3nc4ccccc4n32)nc1 (stereo unspecified)	i
O=C(CSC1CC(=O)N(c2cccc(Cl)c2)C1=O)Nc1ccc(Br)cc1 (stereo unspecified)	?
O=C1NC(=O)C(Cc2ccccc2Cl)(C2CCNCC2)N1 (stereo unspecified)	i
O=C(c1ccco1)N1C[C@@H]2C[C@H](C1)c1ccc(-c3ccccc3CN3CCOCC3)c(=O)n1C2	i
CCn1ncc(C(=O)NCc2noc(-c3c(F)cccc3F)n2)c1C	i
COc1cc(C2C(C#N)=C(N)OC3=C2C(=O)CC(c2ccccc2)C3)ccc1OCc1ccccc1 (stereo unspecified)	37%*
Fc1ccc2[nH]c3c(c2c1)CN(Cc1ccccc1)CC3	i
Remaining list, next part
SMILES	ST2 inh
Cc1cccc(CSC2=NN3CCCC(=O)N=C3S2)c1	?
CC(C(=O)N1CCCc2c1c(=O)oc1ccc(O)cc21)N1CCCC1 (stereo unspecified)	?
COc1ccc(OC)c(CNc2nc(-c3nnc(-c4ccc(C)cc4)o3)nc3ccccc23)c1	i
CC(C)(CO)NC(=O)NCC12CC3CC(CC(C3)C1)C2	i
O=C1C=C(c2ccccc2)C[C@H](c2cccc([N+](=O)[O-])c2)[C@H]1n1nnc2ccccc21	?
O=C(c1cc(=O)c2cccc(F)c2[nH]1)N1CCOC(C(F)(F)F)C1 (stereo unspecified)	i
O=C(NCc1cccnc1)c1noc2c1CCCC2	i
CC(=O)N(c1ccc(C)cc1)C1SC(=O)N(c2ccccc2)C1=O (stereo unspecified)	i
O=C(CC(c1ccccc1)c1ccco1)N1CCCn2cncc2C1 (stereo unspecified)	i
Cc1ccc(CN(CCN(C)C)C(=O)c2cn(C)c3ccccc23)s1	i
CCOc1ccc(CN(Cc2cccc3c2OCO3)C2CC2)cc1	?
O=C(Nc1cccc(-n2cccn2)c1)C1CCCN(Cc2cn[nH]c2-c2ccccc2)C1 (stereo unspecified)	?
CCOc1ccc(C(=O)N2CCN(c3ccc([N+](=O)[O-])c(NC4CC4)c3)CC2)cc1	?
O=C(C1CC1)N1CCc2cc(S(=O)(=O)NC3CCCC3)ccc21	?
O=C(Nc1nc2ccccc2s1)c1cccc2ccccc12	i
CC(O)=c1ccc2cccc3nc(C)nc1c23	i
COc1ccc(OC)c(C(=O)c2ccc(C(=O)N3CCCCC3)cc2)c1	i
O=C(Nc1ccc2nc[nH]c2c1)c1ccccc1C1CCNC1 (stereo unspecified)	i
COc1c[nH]c(C(=O)N2CCC3(CC2)C(=O)N(C)c2ccccc23)cc1=O	?
CCC1CCCCN1S(=O)(=O)c1ccc(C(=O)Nc2nnc(-c3ccccc3OC)o2)cc1 (stereo unspecified)	i
COC(=O)c1ccc(NC(=O)CN2CCCN(Cc3ccccc3)S2(=O)=O)cc1	?
C=CCN(Cc1nc(-c2ccccc2)no1)C(=O)CC1=CCNCC1	?
CCOC(=O)c1c(C)[nH]c(C(=O)N2[C@@H]3CC[C@H]2CNC(=O)C3)c1C	i
C=CCN(CC=C)S(=O)(=O)c1ccc(C(=O)Nc2nnc(COC)o2)cc1	?
